LYP phosphatase: PTPN22 lymphoid phosphatase activity blockers – biochemical, fluorescence intensity, uHTS (AID 1779); actives 0.054% (n = 290,000); recombinant LYP phosphatase, fluorescence intensity; higher % means a stronger effect; inhibition, % at 11.5 µM; hits with a dose series show IC50 in µM; in the data active means inhibition above about 50%;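 further: plate controls were vehicle with enzyme for no effect and no enzyme for full effect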
GPR35 antagonists: inhibition of zaprinast-stimulated GPR35 beta-arrestin translocation – imaging, U2OS, beta-arrestin-GFP, zaprinast agonist, primary screen (AID 2058); U2OS GPR35 beta-arrestin-GFP translocation imaging, zaprinast antagonism; higher % means a stronger effect; actives 0.052% (n = 290,000); one-dose inhibition, % at 10 µM; IC50 in µM for titrated hits;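 active means inhibition of at least 50% with at least 30 cells and total cytoplasm GFP at most 10,000,000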
NTR1 ag: agonists of NTR1, primary screen, imaging, U2OS cells, beta-arrestin-GFP, high content (AID 493036); P30989; NTR1-U2OS beta-arrestin-GFP spot imaging, agonist mode; activation, % at 20 µM; actives 0.17% (n = 330,000);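 active means activation at or above 40% of the spot to cytoplasm intensity ratio, with at least 20 cells analyzed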;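 further: 0% = DMSO without peptide and 100% = 100 nM NTR1 peptide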
Target sequence (P30989 whole entry, looked up): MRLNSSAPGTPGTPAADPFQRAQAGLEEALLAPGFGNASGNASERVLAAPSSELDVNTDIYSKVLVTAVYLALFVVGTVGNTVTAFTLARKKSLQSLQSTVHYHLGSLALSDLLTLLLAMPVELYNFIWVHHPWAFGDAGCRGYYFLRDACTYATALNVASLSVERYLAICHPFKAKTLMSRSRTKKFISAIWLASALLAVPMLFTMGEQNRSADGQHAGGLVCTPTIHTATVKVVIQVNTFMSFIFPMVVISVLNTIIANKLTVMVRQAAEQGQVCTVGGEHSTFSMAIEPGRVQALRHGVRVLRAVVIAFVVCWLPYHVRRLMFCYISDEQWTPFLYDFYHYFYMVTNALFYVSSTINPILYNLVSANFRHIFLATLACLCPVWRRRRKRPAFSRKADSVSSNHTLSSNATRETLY
Salmonella PhoP GFP: inhibitors of PhoP regulon expression, primary screen, Salmonella Typhimurium, GFP reporter (AID 1863); S. Typhimurium PhoP-regulated promoter GFP reporter, 4 h; higher % means a stronger effect; actives 0.16% (n = 300,000); one-dose inhibition, % at 50 µM; IC50 in µM for titrated hits;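 active means inhibition over 29.93%, a cutoff 3 SD above the screen mean, later confirmed by dose response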;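 further: 0% = low Mg2+ inducing control and 100% = high Mg2+ repressing control; strong numbers were not always called active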
Myeloid diff MLP: promotes myeloid progenitor differentiation; actives 1% (n = 360,000); calls only at 10 µM; ER-HoxA9 myeloid progenitors, lysozyme-GFP differentiation, flow cytometry; AID 624256;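 active means normalized GFP-positive differentiation at or above the plate's own cutoff, the solvent-only control mean plus 3 SD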;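 further: cells exposed to compound for four days before flow analysis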
GPR55 antagonists: GPR55 antagonists blocking LPI-driven arrestin recruitment, primary screen, imaging, U2OS, beta-arrestin-GFP, LPI agonist (AID 2013). U2OS GPR55 beta-arrestin-GFP translocation imaging, LPI antagonism; higher % means a stronger effect. one-dose inhibition, % at 10 µM; IC50 in µM for titrated hits. actives 0.13% (n = 290,000);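 active means spots per cell inhibited over 60%, with over 100 cells counted and total cytoplasm intensity under 500,000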;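 further: U2OS cells stably carrying GPR55 and arrestin-GFP stimulated by 5 µM LPI near EC80; imaged beta-arrestin-GFP aggregate spots per cell after agonist stimulation; plate controls were LPI-stimulated DMSO wells for no effect and DMSO wells without LPI for full effect; some results filed as inactive read as strong as hits; confirmed hits need IC50 under 10 µM and bright autofluorescent wells are also inconclusive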
HIV fusion peptide: cell-free HIV fusion peptide-binding blockers – biochemical, uHTS, fluorescence dequenching, primary screen (AID 1986); actives 0.3% (n = 290,000); inhibition, % at 20 µM; hits with a dose series show IC50 in µM; cell-free peptide binding, fluorescence dequenching, 30 min; higher % means a stronger effect; in the data active means inhibition mostly above about 52%, no sharp cut-off; inactive means mostly below about 76%; further: some results filed as inactive read as strong as hits
Rac1 GTP hydrolysis: MgcRacGAP GTPase-activating activity inhibitors, confirmation, biochemical, ADP Hunter fluorescence; MgcRacGAP-stimulated Rac1 GTP hydrolysis, ADP Hunter fluorescence; higher % means a stronger effect; GST-tagged Rac1 F28L mutant substrate; one-dose inhibition, % at 30 µM; IC50 in µM for titrated hits; actives 0.6% (n = 340,000); AID 624330;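 active means first-screen hits whose inhibition reached a set limit at any dose in the follow-up dose series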;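 further: fluorescence reports GDP produced by GAP-driven GTP hydrolysis; strong numbers were not always called active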
Siah-1 displacement: blockers of Siah-1 interaction with plectin peptide – biochemical, fluorescence polarization, rhodamine-plectin, uHTS, primary screen (AID 1817); Siah-1 / rhodamine-plectin peptide fluorescence polarization; higher % means a stronger effect; displacement, % at 20 µM; hits with a dose series show IC50 in µM; actives 0.02% (n = 290,000);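 active means displacement of at least 50% at 20 µM, with a fluorescence ratio check between 0.3 and a set limit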;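 further: plate controls were Siah plus tracer with DMSO for no effect and tracer alone without Siah for full effect; strong numbers were not always called active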
NTR1 ag cell count 20 µM: recorded beside NTR1 ag, whose call it bears; cell count; measured here: cell count, cytotoxicity flag
Myeloid diff MLP GFP+ MAC1+ %: also measured in Myeloid diff MLP; calls as there; GFP+ MAC1+ double positive, %; measured here: differentiation confirmed by MAC1 staining
Starred values were filed as active, the others as inactive; i = inactive; nt = not tested or not shown; + = active, no number.

The first two records (preview)
SMILES	LYP phosphatase	GPR35 antagonists	NTR1 ag	NTR1 ag cell count 20 µM	Salmonella PhoP GFP	Myeloid diff MLP	Myeloid diff MLP GFP+ MAC1+ %	GPR55 antagonists	HIV fusion peptide	Rac1 GTP hydrolysis	Siah-1 displacement
CC(C)(C)n1nnnc1C(c1ccccc1F)N1CCN(C(=O)c2ccco2)CC1 (centres undefined)	-10%	-6%	-1.3	53	-1%	i	1.7	-1%	-0.1%	9%	-4%
O=C(Cc1ccccc1)Nc1ccc2oc(=O)ccc2c1	-7%	10%	4.9	56	nt	i	0.4	8%	-2.2%	0%	-7%

This part in full, from the start:
SMILES	LYP phosphatase	GPR35 antagonists	NTR1 ag	NTR1 ag cell count 20 µM	Salmonella PhoP GFP	Myeloid diff MLP	Myeloid diff MLP GFP+ MAC1+ %	GPR55 antagonists	HIV fusion peptide	Rac1 GTP hydrolysis	Siah-1 displacement
CC(C)(C)n1nnnc1C(c1ccccc1F)N1CCN(C(=O)c2ccco2)CC1 (centres undefined)	-10%	-6%	-1.3	53	-1%	i	1.7	-1%	-0.1%	9%	-4%
O=C(Cc1ccccc1)Nc1ccc2oc(=O)ccc2c1	-7%	10%	4.9	56	nt	i	0.4	8%	-2.2%	0%	-7%
CC(C)(C)NC(=O)CN1C(=O)NC(c2ccccc2)(c2ccccc2)C1=O	-4%	7%	1.9	48	2%	i	0.4	-7%	0.4%	1%	-4%
S=C(NCc1ccco1)Nc1ccc(Cl)cn1	-5%	4%	1.5	61	0%	i	1.3	4%	-0.8%	7%	9%
CCOP(=O)(OCC)c1ccccc1OCP(C)(=O)COc1ccccc1P(=O)(OCC)OCC	-10%	2%	-0.6	88	0%	i	0.4	10%	-1.2%	13%	-1%
COc1cc(CNCCSc2nnnn2C)cc(Br)c1OCc1ccc(F)cc1	-4%	-13%	0.6	42	11%	i	1.1	-7%	-2.4%	11%	-5%
CCN(CC(=O)NCc1cccs1)C(=O)c1ccc(S(=O)(=O)Nc2ccccc2F)cc1	nt	nt	0.6	64	11%	i	0.8	nt	nt	4%	nt
CCOC(=O)c1cc(C(=O)OCC)c2cccc(C)n2c1=O	1%	-6%	0.6	59	1%	+	2.8*	-2%	-0.2%	6%	-1%
CCCCn1c(N)c(N(CC(C)C)C(=O)CCCSc2nncs2)c(=O)[nH]c1=O	-5%	11%	2.9	34	2%	i	1.2	1%	-2.6%	7%	-12%
Cc1ccc(/C=C/C(=O)NC2=NCCS2)cc1	-6%	4%	3.6	40	27%	i	1.4	3%	-1.9%	9%	1%
CN(C)NC(=O)c1cccc(Cl)c1	-7%	12%	-0.1	62	0%	i	0.3	1%	-2.1%	nt	2%
COc1ccc(CN2CCNC(=O)C2CC(=O)NCCCC2CCCC2)c(F)c1 (centres undefined)	-5%	0%	1.0	65	3%	i	2.2	-5%	2.4%	3%	0%
Cc1ccc([N+](=O)[O-])cc1N/C=C1\CCc2ccccc2C1=O	-6%	-12%	5.7	86	-1%	i	0.5	-4%	4.9%	9%	0%
CC1CCN(C(=O)CNC(=O)c2ccc(Cl)cc2Cl)CC1	-5%	-3%	-2.5	78	14%	i	0.1	4%	-0.1%	-4%	-2%
COc1ccc(Oc2nnc(-c3ccc(C)cc3)c3ccccc23)cc1	-3%	2%	2.6	44	-9%	i	5.8	11%	0.8%	1%	-1%
COc1cc(C(=O)Nc2nnc(CC(C)C)s2)c([N+](=O)[O-])cc1OC	-4%	1%	-1.4	93	6%	i	0.1	0%	0.0%	-12%	0%
CCc1ccccc1NC(=O)c1cccc(N2C(=O)C3C4CCC(C4)C3C2=O)c1 (centres undefined)	-6%	5%	-1.6	39	-5%	i	0.7	-2%	-1.1%	6%	0%
Cc1c(CC(=O)NCCCCCC(=O)O)c(=O)oc2cc3occ(-c4ccccc4)c3cc12	-4%	-7%	1.2	87	-6%	nt	nt	-7%	3.9%	9%	-4%
Cc1cc(Oc2ccc(N)cn2)ccc1Cl	-8%	0%	-0.4	63	-1%	+	0.7*	-1%	-0.4%	nt	16%
COc1ccccc1NS(=O)(=O)c1cc(NC(=O)c2cccs2)ccc1N1CCCCC1	2%	15%	3.0	40	10%	+	4.4*	-1%	1.2%	7%	4%

Looked up above.
`COc1ccc(CN2CCNC(=O)C2CC(=O)NCCCC2CCCC2)c(F)c1` (centres undefined) @ Salmonella PhoP GFP: 3%
`CCN(CC(=O)NCc1cccs1)C(=O)c1ccc(S(=O)(=O)Nc2ccccc2F)cc1` @ Salmonella PhoP GFP: 11%

Carrying on:
SMILES	LYP phosphatase	GPR35 antagonists	NTR1 ag	NTR1 ag cell count 20 µM	Salmonella PhoP GFP	Myeloid diff MLP	Myeloid diff MLP GFP+ MAC1+ %	GPR55 antagonists	HIV fusion peptide	Rac1 GTP hydrolysis	Siah-1 displacement
CSc1nc2nc3c(c(=O)n2[nH]1)CN(Cc1ccccc1)CC3	-7%	-3%	0.5	68	1%	i	0.5	30%	6.4%	6%	-1%
Cc1ccc(NC(=O)CSc2nnc(-c3cccnc3)n2CCN2CCCCC2)cc1	-8%	-4%	-0.2	39	-10%	i	0.2	-5%	2.6%	4%	0%
CCSc1nnc2n1C(C)(C)Cc1ccccc1-2	2%	8%	-1.1	72	0%	i	1.1	5%	1.3%	12%	-4%
CNC(=S)Nc1cc(OC)c(NC(=O)c2ccco2)cc1OC	-4%	13%	-0.1	55	1%	i	0.1	11%	-0.5%	8%	0%
CS(=O)(=O)n1nc(-c2ccccc2)nc1N	-9%	3%	-1.2	49	-2%	i	1.8	-4%	-1.1%	6%	-3%
Cc1cccc(OC(C)C(=O)Nc2nccs2)c1 (centres undefined)	6%	1%	-0.2	55	-2%	i	5.5	8%	0.4%	6%	2%
O=C(CN1C(=O)CCS(=O)(=O)c2ccccc21)Nc1ccccc1F	-9%	4%	1.0	68	-6%	i	0.0	11%	-0.9%	8%	3%
CC[n+]1cc(C)ccc1/C=C/c1ccc(N(C)C)cc1	-4%	22%	-2.5	102	-8%	+	14*	73%	13%	7%	-9%
CC(C)[C@H](NC(=O)OC(C)(C)C)C(=O)N1CCC(C(=O)N[C@@H](C)C(=O)Nc2ccc(F)cc2)CC1	-3%	-15%	-1.4	96	6%	i	0.1	-6%	-0.3%	3%	3%
CCOC(=O)c1c(C)[nH]c(N=Nc2cccc(OC)c2)c1C	-5%	12%	11	60	-6%	i	0.2	-1%	-0.6%	4%	-1%
Cc1ccc(NC(=O)C2CC(=O)N(c3ccc4c(c3)OCCO4)C2)cc1S(=O)(=O)N1CCCCCC1 (centres undefined)	nt	nt	2.5	71	-6%	i	1.0	nt	nt	3%	nt
COCCCNC(NC(=O)c1ccc(OC)cc1)C(Cl)(Cl)Cl (centres undefined)	-3%	1%	-0.6	50	-6%	i	1.0	2%	-0.9%	11%	-2%
COc1ccc(CN(C)CC(=O)N2CCc3ccccc3C2)cc1	-3%	12%	-0.5	37	5%	i	5.4	3%	0.0%	7%	0%
CC1Cc2ccccc2N1Cc1nc2cc(Cl)ccc2c(=O)[nH]1 (centres undefined)	0%	6%	-0.1	45	-5%	i	0.6	10%	-1.1%	8%	-1%
COc1ccccc1NC(=O)CC(=O)c1cccc([N+](=O)[O-])c1	-3%	-1%	-0.9	53	5%	i	0.7	7%	-1.9%	11%	2%
Cc1ccc(Cn2ccc(=O)c(Cc3c(Cl)cccc3Cl)c2C)cc1	-2%	26%	3.5	44	1%	i	1.5	1%	-3.8%	7%	2%
CCC(=O)c1ccc(OCC(=O)N2CCN(c3ncccn3)CC2)cc1	nt	nt	-0.9	50	-5%	i	1.6	nt	nt	3%	nt
O/N=C1\CC(O)Cc2nonc21 (centres undefined)	-8%	-3%	0.6	61	5%	i	1.0	9%	-0.9%	7%	4%
Cc1nc2ccccc2c(=O)n1NC(=O)C1CC1	-4%	0%	-0.1	39	-1%	i	1.1	2%	-0.4%	-13%	1%
O=c1[nH]c(SCc2ccccc2)nc2c1sc1ccccc12	2%	-7%	-0.2	32	-2%	+	3.0*	-8%	0.5%	-3%	-1%
COc1ccc(OC)c(C(=O)N2CCC(C(=O)c3ccc(F)cc3)CC2)c1	-1%	-8%	-0.3	78	-1%	i	1.2	0%	1.8%	4%	23%
CN1CCN(S(=O)(=O)c2ccc(Nc3ccc(F)cc3)nc2)CC1	nt	nt	2.0	68	-5%	i	0.6	nt	nt	5%	nt
Cc1ccc(N=Cc2nc(-c3ccco3)oc2O)cc1	-1%	7%	2.0	39	27%	i	10	8%	-1.8%	-1%	3%
O=C(O)Cn1cc(C(=O)C2CC2)c2ccccc21	-3%	-5%	0.8	62	-7%	i	1.2	4%	2.2%	10%	2%
CN1CC(=O)N(CC(=O)Nc2ccc(F)cc2)c2ccccc2C1=O	3%	-11%	-3.2	65	9%	i	1.0	0%	-1.9%	-12%	3%
Cc1ccc(NC(=O)COC(=O)CCC(=O)c2cccs2)c(C)c1	10%	-8%	-1.9	65	20%	+	nt	-9%	-1.6%	4%	-2%
CN1CCC2(CC1)Nc1nc(SCc3ccc(Cl)cc3)nn1C1=C2CN(C)CC1	-3%	12%	0.0	48	4%	i	0.6	12%	0.1%	10%	2%
Cc1nc2cc(NC(=O)N3CCCC3)ccc2n1C	-5%	-12%	0.2	57	-8%	i	0.9	-7%	0.5%	11%	0%
O=S1(=O)N=C(Nc2ccc(N3CCOCC3)c(Cl)c2)c2ccccc21	-6%	9%	0.0	37	0%	i	0.2	8%	-0.9%	5%	-5%
Cc1ccc(S(=O)(=O)N2[C@@H](c3ccc(Cl)cc3)C(C(=O)O)=CC[C@H]2c2cccc(C)c2)cc1	nt	nt	2.6	86	-5%	i	0.5	nt	nt	10%	nt

Assay outcomes from PubChem BioAssay.
